Compound activity as filed in PubChem BioAssay.
TSHR antag: human thyrotropin receptor antagonism; TSHR-expressing cells, TSH-stimulated cAMP HTRF, 2 h; active compounds read low; activity change, negative = inhibition, % at 11.5 µM; actives 0.2% (n = 330,000); AID 504810;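 active = activity change below a set negative limit, meaning inhibition stronger than a set level, cut at about -70% in these data; inconclusive = activity change between two set negative limits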; also: % is scaled to controls: 0 for no effect and ±100 for the full control effect
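Freshly harvested TSHR cells receive pin-tooled compound, then EC80 TSH at 4nM final. After 2 hours at 37 deg C, antibody in lysis buffer and cAMP-d2 are added; 30 minutes at ambient temperature precede the HTRF read.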
PTAP TSG101 blk: blocks PTAP/TSG101 interaction to inhibit HIV-1 budding; Q99816; Fluorescence polarization, FITC-PTAP peptide / Tsg101 binding; Potency, µM (highest dose often 115 µM), without a hit: at the highest dose activity change, negative = inhibition, usual class: inhibitors; 340,000 tested, under 10 active; AID 493005; active = well fitted inhibition curve with a large enough effect in the main read-out, with a control signal flat, not every such curve was filed as active; inconclusive = small, poorly fitted or top-dose-only effect, or effect the other way, or a change in a side signal; inactive = no such curve, though single readings can be large or run the other way; also: potency is read from the fitted curve at half-maximal effect; % of control where 0% means no effect
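Fluorescence polarization binding of Tsg101 binding domain (10 uM final) to FITC-labeled PTAP peptide (50 nM final) in HEPES pH 7.5 buffer with NaCl, Tween 20, EDTA, TCEP. Compounds added before peptide; binding 20 min at RT.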
TCR activator: activators of T cell receptors; primary human leukocytes, anti-CD3, IL-2 HTRF, 48 h; Potency, µM (highest dose often 9.22 µM), for the others: at the highest dose activation of IL-2 secretion, usual class: activators; 330,000 tested, under 10 active; also: % of control where 0% means no effect
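Activity was scored as IL-2 release from primary human leukocytes given only a TCR signal (a-CD3 beads) plus compound for 48 hr. Detection used a two-antibody HTRF format read at 665nm.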
USP2a block: USP2a (human) protease inhibition | actives 0.01% (n = 330,000) | USP2 core, Ub-CHOP2 coupled fluorogenic reporter, 485/531 | O75604 | Potency, µM (doses to about 38.3 µM), without a hit: at the highest dose activity change, negative = inhibition, hits mostly inhibitors;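 also: potency is read from the fitted curve at half-maximal effect; plate controls were DMSO wells for no effect and full inhibition by NEM control for full effect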
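Cell-free coupled assay: 10nM USP2 core preincubated 30min RT with compound in Tris-HCl pH 8.0/CaCl2/CHAPS buffer, then 25nM Ub-CHOP2 and 25nM reporter substrate; fluorescence (Ex 485/Em 531) read after 60min RT, normalized to NEM inhibition, concentration-response curves fitted.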
uPA surface inh: blocks generation of uPA at the cell surface | cell surface uPA generation assay, qHTS | actives 0.31% (n = 330,000) | AID 540303 | Potency, µM (series often up to 38.3 µM), for the others: top-dose activity change, negative = inhibition, usual class: inhibitors; active = well fitted inhibition curve with a large enough effect; inconclusive = small, poorly fitted or top-dose-only effect; inactive = no such curve, though single readings can be large or run the other way; tested in mouse RAW 264.7 cells; also: potency is read from the fitted curve at half-maximal effect; % is scaled to controls: 0 for no effect and ±100 for the full control effect; nearly all actives have a fitted effect of over 55% in size
ELG1 repair inh: blocks ELG1-dependent DNA repair in HEK293T cells | HEK293T ELG1-luciferase reporter, luminescence, 16 h; DNA damage induced by 5-fluorouridine | Potency, µM (highest dose often 46.1 µM), inactives show at the highest dose activity change, negative = inhibition, most hits filed as inhibitors | AID 504467 | actives 2.3% (n = 330,000); also: potency is read from the fitted curve at half-maximal effect; % is scaled to controls: 0 for no effect and ±100 for the full control effect; nearly all actives have a fitted effect of over 55% in size
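Cells (2,000 per well) received 5-fluorouridine plus test compound or DMSO and were incubated 16 hr at 37 °C, 5% CO2. Luciferase activity was read by luminescence 30 min after ONE-Glo addition; signal suppression marked inhibition of damage-induced ELG1 function.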
Eya2 inh: inhibitors of human Eya2 phosphatase activity; O00167; recombinant Eya2, OMFP fluorescence dephosphorylation (OMFP is methylfluorescein phosphate); Potency, µM (doses to about 76.9 µM), for inactives: at the top dose activity, negative = inhibition, usual class: inhibitors; actives 0.006% (n = 330,000); AID 488837; also: potency is read from the fitted curve at half-maximal effect; % is scaled to controls: 0 for no effect and ±100 for the full control effect
Target sequence (O00167 whole entry, looked up): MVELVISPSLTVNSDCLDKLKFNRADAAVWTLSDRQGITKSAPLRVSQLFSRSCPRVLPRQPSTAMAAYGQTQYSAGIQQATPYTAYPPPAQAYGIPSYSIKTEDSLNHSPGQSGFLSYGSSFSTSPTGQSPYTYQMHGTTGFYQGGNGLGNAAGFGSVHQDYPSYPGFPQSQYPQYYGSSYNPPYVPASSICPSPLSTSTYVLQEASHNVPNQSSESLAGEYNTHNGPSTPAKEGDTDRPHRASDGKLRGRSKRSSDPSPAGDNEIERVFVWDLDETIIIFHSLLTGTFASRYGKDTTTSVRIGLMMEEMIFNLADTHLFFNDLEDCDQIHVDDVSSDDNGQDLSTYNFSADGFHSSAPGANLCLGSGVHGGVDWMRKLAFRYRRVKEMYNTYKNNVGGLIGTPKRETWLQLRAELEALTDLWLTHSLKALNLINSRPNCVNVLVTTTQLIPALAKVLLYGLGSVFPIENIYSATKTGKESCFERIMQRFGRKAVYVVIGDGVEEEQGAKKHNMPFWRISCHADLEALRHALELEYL
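Eya2 protein (added as 0.2 uM solution) was preincubated with compound for 10 min at ambient temperature in 50 mM HEPES pH 7.5, 50 mM NaCl, 5 uM MgCl2, 0.05% BSA, 1 mM DTT. OMFP (added at 50 uM) then reacted 10 min; fluorescence read at 485/525 nm.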
Mito fusion yeast: inhibitors of mitochondrial division or activators of mitochondrial fusion; S. cerevisiae fusion-defective mutant growth rescue, CellTiterGlo 48 h; Potency, µM (highest dose often 46.1 µM), for inactives: top-dose growth rescue (activation), most hits filed as activators; actives 0.23% (n = 320,000);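 also: potency is read from the fitted curve at half-maximal effect; % of control where 0% means no effect; nearly all actives have a fitted effect of over 45% in size; temperature-sensitive fusion mutants such as fzo1-1 at 37 °C on non-fermentable ethanol glycerol medium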
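Yeast fusion mutant, YPEG (non-fermentable carbon), compound, 48 h at 37C non-permissive; CellTiterGlo added, 10 min RT, luminescence read. Rescued growth = division inhibition.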
Chronic BCR inh: blocks chronic active B-cell receptor signaling; Potency, µM (highest dose often 46.1 µM), inactives show top-dose ratio change, negative = lower green/red ratio, actives largely listed as inhibitors; actives 0.05% (n = 340,000); ABC-DLBCL IkBa-CBG/CBR reporter, luminescence ratio, 4 h; AID 493014; active = well fitted inhibition curve with a large enough effect in the signal ratio, with a control signal flat, not every such curve was filed as active; inconclusive = small, poorly fitted or top-dose-only effect, or effect the other way, or a change in a side signal; the % refers to the signal ratio;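 also: potency is read from the fitted curve at half-maximal effect; plate controls were basal doxycycline-induced cells for no effect and cells given 10 µM MG132 for full effect; MG132 reads +100%, hits lower the ratio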
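TMD8 human ABC-DLBCL cells with doxycycline-inducible IκBα–green luciferase fusion and unfused red luciferase, in 0.5% FBS medium; compounds up to 46 uM, 4 h at 37C. Green/red luminescence ratio, filter-overlap corrected, fitted to concentration-response curves.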
B2AR arrestin: recruits beta-arrestin to the human beta2-adrenergic receptor. AID 492947. Potency, µM (titrated, usually from 46.1 µM), without a hit: top-dose activation, usual class: activators. actives 0.02% (n = 330,000). beta-arrestin recruitment to beta2AR, cell-based reporter. P07550;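 also: potency is read from the fitted curve at half-maximal effect; 0% = DMSO controls and full agonism = EC100 isoproterenol or metaproterenol; nearly all actives have a fitted effect of over 65% in size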
Tb PFK inh: T. brucei PFK enzyme inhibition. O15648. T. brucei PFK, ADP-Glo luminescence. Potency, µM (doses to about 57.5 µM), for the others: at the highest dose activity, negative = inhibition, hits mostly inhibitors. actives 0.17% (n = 330,000);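 also: potency is read from the fitted curve at half-maximal effect; 0% = uninhibited 1x PFK enzyme wells and -100% = no-enzyme wells; nearly all actives have a fitted effect of over 60% in size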
Target sequence (O15648 whole entry, looked up): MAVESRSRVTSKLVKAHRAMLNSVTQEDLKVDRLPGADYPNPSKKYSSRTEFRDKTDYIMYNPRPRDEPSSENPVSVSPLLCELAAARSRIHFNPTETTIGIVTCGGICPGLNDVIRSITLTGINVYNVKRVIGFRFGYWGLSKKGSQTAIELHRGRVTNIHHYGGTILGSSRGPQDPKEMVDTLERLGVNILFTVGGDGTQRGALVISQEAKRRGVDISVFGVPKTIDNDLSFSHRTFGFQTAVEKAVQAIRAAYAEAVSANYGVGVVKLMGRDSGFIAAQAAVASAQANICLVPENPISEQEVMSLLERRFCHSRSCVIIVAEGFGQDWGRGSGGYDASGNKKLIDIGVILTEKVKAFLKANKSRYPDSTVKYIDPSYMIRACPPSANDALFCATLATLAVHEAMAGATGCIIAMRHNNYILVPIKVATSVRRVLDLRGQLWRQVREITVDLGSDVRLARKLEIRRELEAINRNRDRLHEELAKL
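Luminescent ADP detection (ADP-Glo, two-step: ATP depletion then ADP-to-ATP conversion for luciferase) reported PFK activity after 45 min room-temperature reaction of 1.25 nM enzyme with 0.5 mM F6P and 0.1 mM ATP at pH 8.0.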
An asterisk follows results filed as active; u = inconclusive; x = no result given; & = joins results of further samples; [ ] = another dose, or the depositor's remark. Unless noted, calls follow the shape of the dose curve; as a rule, active = well fitted curve in the direction sought with a large enough effect; inconclusive = small, poorly fitted or top-dose-only effect, or another doubt; inactive = no such curve, though single readings can be large; an effect the other way counts as inactive or inconclusive.

SMILES	TSHR antag	PTAP TSG101 blk	TCR activator	USP2a block	uPA surface inh	ELG1 repair inh	Eya2 inh	Mito fusion yeast	Chronic BCR inh	B2AR arrestin	Tb PFK inh
Cc1ccc(C)n1-c1ccc(-c2nnc3n2CCCCC3)s1	11	-3%	1%	0%	-13%	5%	25%	-10%	-17%	4.1%	3%
COC(=O)Cn1ncc2c3ccccc3n(C)c2c1=O	2	-3%	-6%	0%	-3%	u	5%	-2%	u	-0.3%	3%
CCOCCCn1c(=NC(C)=O)c(C(=O)OCC)cc2c(=O)n3ccccc3nc21	-10	-1%&-1%	-3%&1%	-2%	7%	-14%	-5%	2%	5%	-0.3%	-4%
CCOC(=O)C1CCCN(S(=O)(=O)c2cn(C)c(=O)n(C)c2=O)C1 (configuration not stated)	2	0%	1%	1%	-23%	-1%	10%	-1%	1%	0.1%	1%
CC(C)C(=O)N1CC(=O)Nc2ccc(F)cc2C1c1ccc(F)cc1 (configuration not stated)	2	0%	-2%	11%	-2%	-1%	-6%	-3%	1%	-1.5%	8%
Cc1cc(C)cc(NC(=O)N2CCC(NC(=O)c3ccccc3C)CC2)c1	10	-3%	7%[46.1 µM]	2%	4%	-6%	4%	-3%	u	0.3%	-3%
O=C(CSc1nnc2c(n1)[nH]c1ccc(F)cc12)NCc1ccc(F)cc1	8	-11%	2%	-1%	7%	0%	-3%	-9%	5%	0.6%	0%
CN(c1ccc(C(=O)N2CCCCCC2)cc1)S(=O)(=O)c1ccc(Cl)cc1	-23	x	-1%	3%	u	u	-13%	-4%	u	-0.8%	-12%
COc1ccc(C2/C=C\CC(NS(=O)(=O)c3ccc(C)cc3)CC(=O)N2Cc2ccccc2F)cc1 (configuration not stated)	42	-2%	-8%[46.1 µM]	-7%	-13%	-14%	0%	x	-1%	-0.3%	4%
COc1ccc2c(Cl)c(C(=O)NC3CCS(=O)(=O)C3)sc2c1 (configuration not stated)	0	0%	-10%	1%	-1%	u	31%	3%	u	0.2%	5%
CSc1nnc(-c2ccccc2Cl)n1N	7	-1%	7%	-2%	-1%	10%	-12%	-2%	-5%	-0.5%	-3%
CC(O)CCC(=O)NNC1=CC(=O)CC(C)(C)C1 (configuration not stated)	17	x	x	0%	x	19%	5%	-5%	1%	-0.9%	4%
N#CCSc1nc(-c2ccccc2)nc2ccccc12	-9	-2%	-4%	-1%	-3%	u	12%	1%	u	0.3%	1%
COc1cc(C2Nc3cccc4cccc(c34)N2)ccc1OC(C)=O	-15	-7%	2%	5%	10%	-2%	3%	3%	1%	-0.9%	-1%
Cc1c(Cl)cccc1NC(=O)C(=O)NNS(=O)(=O)c1ccc(F)cc1	-4	-19%	-2%	0%	5%	5%	13%	2%	-1%	-0.4%	-7%
CN(C(=O)CC1C(=O)NCCN1Cc1c(F)cccc1Cl)C1CCOCC1 (configuration not stated)	35	1%	3%	4%	2%	11%	12%	-8%	-1%	-0.2%	2%
CC1(C)COCN1C(=O)c1ccc(Cl)c(Cl)c1	-1	-1%	4%	2%	1%	-3%	15%	4%	2%	3.9%	0%
CC(C)(C)OC(=O)N1CCCC(C(=O)Nc2cccc(C(=O)N3CCCC3)c2)C1 (configuration not stated)	0	-3%	4%	5%	20%	u	-12%	x	2%	0.0%	2%
CCN1CCN(c2cc(C)c3cc(NC(=O)c4ccc(C)c(C)c4)ccc3n2)CC1	-11	-2%	-20%	1%	-8%	6%	-3%	9%	0%	0.3%	16%
COc1ccc(/C=C/c2nc3cc(-c4ccccc4)ccc3o2)cc1O	-28	-9%	-2%[46.1 µM]	-3%	0%	u	5%	1%	8%	-0.9%	-1%
Cc1ccc(-n2c(SCC(=O)N/N=C/c3ccc(C)s3)nnc2-c2ccccc2)cc1	-3	0%	1%[46.1 µM]	0%	14%	u	0%	2%	6%	-0.2%	0%
CC(=O)NC(=S)Nc1cc(C(F)(F)F)ccc1N1CCOCC1	-3	0%	1%[46.1 µM]	0%	1%	-23%	3%	-7%	-3%	-2.6%	-4%
CN(C1=C(N2CCOCC2)C(=O)c2ccccc2C1=O)c1ccccc1	11	-6%	0%	-1%	-21%	-14%	-8%	9%	8%	-0.5%	-3%
CCC(=O)Oc1ccc(NC(=O)c2ccco2)cc1	1	-1%	-4%	1%	-6%	28%	3%	0%	7%	0.2%	-10%
OCC1(Cc2cccc(Cl)c2)CCCN(Cc2cnn(-c3ccccc3)c2)C1 (configuration not stated)	-9	-2%	7%	-2%	5%	-2%	-5%	3%	5%	-0.3%	-3%
Going on with the list:
SMILES	TSHR antag	PTAP TSG101 blk	TCR activator	USP2a block	uPA surface inh	ELG1 repair inh	Eya2 inh	Mito fusion yeast	Chronic BCR inh	B2AR arrestin	Tb PFK inh
Cc1cc(C(=O)Nc2ccc3c(c2)CCC3)c2ccccc2n1	5	10%	3%	-1%	1%	u	-21%	4%	-7%	-0.3%	2%
COc1cc(-c2noc(C)c2C#Cc2ccccn2)cc(OC)c1OC	5	-8%	-4%	3%	0.35µM*	u	-12%	-3%	u	-1.2%	1%
Cc1ccnc(NC(=O)c2cccc(S(=O)(=O)N3CCCc4ccccc43)c2)c1	-16	-1%	-2%	4%	u	u	1%	22%	u	-0.3%	19%
COc1ccccc1Cn1c(=O)oc2ccc(C)cc21	-3	-1%	5%	3%	3%	-8%	-16%	-1%	-6%	0.5%	2%
O=C(NCC1CCCN(C(=O)c2cscn2)C1)c1ccc(-c2ccccc2)cc1 (configuration not stated)	-12	-8%	-2%	-1%	-4%	u	-1%	3%	u	0.0%	1%
Cc1ccccc1OCc1nc2c3cnn(C)c3ncn2n1	1	-3%	-1%	2%	-1%	u	-13%	1%	-3%	-0.5%	2%
CC(C)C1Nc2ccc(C(=O)O)cc2C2C=CCC21 (configuration not stated)	7	-16%	3%	16%	-1%	23%	7%	3%	u	-0.4%	-18%
CC/C(C)=N/Nc1cccc([N+](=O)[O-])c1	-2	-5%	-6%[46.1 µM]	6%	u	6%	-1%	10%	0%	-0.6%	0%
O=C(O)/C(=C1\OC(=O)c2ccccc21)c1ccccc1	-3	-2%	3%[46.1 µM]	1%	5%	8%	2%	-5%	-1%	0.0%	1%
O=c1c2cc(N3CCOCC3)ccc2[nH]c(=S)n1Cc1ccco1	2	-7%	-1%	-7%	x	12%	-29%	-5%	u	1.0%	14%
COC(=O)c1cc(NS(=O)(=O)c2ccc3c(c2)c(=O)n(C)c(=O)n3C)cc(C(=O)OC)c1	-6	0%	-3%	2%	2%	u	-3%	-1%	-6%	0.3%	0%
O=[N+]([O-])c1cccc(/C=N/NS(=O)(=O)c2ccccc2)c1	-12	-12%	x	0%	-1%	2%	7%	1%	0%	-0.9%	-1%
Cn1c(SCC(=O)NN2C(=O)NC(C)(c3ccccc3)C2=O)nnc1-c1ccncc1 (configuration not stated)	3	u	-1%	0%	5%	10%	5%	x	0%	-0.2%	0%
COc1ccc(S(=O)(=O)N(Cc2ccccc2)Cc2nc(-c3ccccc3)no2)cc1	-11	0%	-4%	0%	-7%	-15%	6%	15%	4%	0.2%	-6%
O=C(N/N=C/c1c[nH]c2ccccc12)c1sc2ccccc2c1Cl	-2	1%	3%[46.1 µM]	-2%	-16%	u	-7%	6%	-1%	0.0%	17%
Cc1ncsc1C(=O)Nc1nc2c(s1)CC(C)CC2 (configuration not stated)	-4	-8%	-6%	0%	x	u	-10%[15.4 µM]	0%	u	-0.1%	-1%
NNC(=S)NC1CC2CC1C1C=CCC21 (configuration not stated)	-12	-1%	-1%	0%	-18%	18%	-10%	-1%	7%	6.1%	3%
CN(C)C(=O)CCC(=O)N1CCCC(C(=O)c2ccc3c4c(cccc24)CC3)C1 (configuration not stated)	-4	0%	-5%	2%	1%	u	-15%	0%	-1%	-0.6%	-1%
COc1ccc(-c2c(-c3ccc(OC)cc3O)nc(C)nc2C(F)(F)F)cc1	-6	-6%	-1%	1%	15%	u	11%	-1%	1%	0.2%	2%
O=C(CSc1cccc[n+]1[O-])Nc1ccc(Br)cc1Br	-5	0%	1%	-2%	3%	0%	-5%	x	-9%	0.1%	6%
COc1ccc(CNS(=O)(=O)c2cc(-c3cc(C)no3)ccc2C)cc1OC	4	-4%	1%	3%	-3%	23µM*	0%	-1%	2%	0.3%	2%
CSc1ccc(/C=N/NC(=O)CNc2cccc3ccccc23)cc1	3	-3%	-2%[46.1 µM]	-1%	1%	24%	-3%	-1%	-16%	0.2%	-9%
